HTR5A inv ctr – inverse agonist of human HTR5A in OPRM1-OPRD1 counter-screen | P47898 | HTR5A cell line, luminescence, inverse agonism | inhibition, % at 9.3 µM | 340,000 tested, 0.083% active; in the data active means inhibition mostly above about 23%, no sharp cut-off; inactive means mostly below about 18%;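 further: 0% = cells with DMSO and 100% = no-cell wells with DMSO; some compounds called inactive have numbers as strong as hits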
PKA-R2B activ – activates the human PKA-R2B holoenzyme complex; 340,000 tested, 0.079% active; AID 504700; activation, % at 11.4 µM; PKA-R2B holoenzyme dissociation, Cy5-IP20 fluorescence polarization; R2B truncated from residue 108, S112A mutant; 0% DMSO only, 100% 113 µM cGMP;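 active means activation above a cutoff set at the mean over all compounds plus 3 SD, cut at about 18% in these data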;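 further: higher means more holoenzyme dissociation and a rise in polarization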
PKA-R1A act – activators of PKA-R1A complex; P00514+P68181; PKA-R1A dissociation, Cy5-IP20 fluorescence polarization; scaled: DMSO 0%, 113 µM cGMP 100%; activation, % at 11.4 µM; 340,000 tested, 0.083% active; AID 504707;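 active means percent activation above the mean of all tested compounds plus 3 SD, cut at about 19% in these data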;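 further: higher means more PKAc released from R1A so a rise in polarization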
AddAB inh – less growth of phage-infected E. coli with AddAB. E. coli expressing H. pylori AddAB, absorbance growth. inhibition, % at 11.9 µM. 330,000 tested, 0.29% active. AID 435030; in the data active means inhibition above about 12%;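 further: 0% = vehicle wells of infected cells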
PfHsp90 set2 – growth inhibition of yeast expressing Plasmodium Hsp90; S. cerevisiae expressing PfHsp90, BacTiter-Glo ATP, 48 h; yeast lacking PDR1 and PDR3 efflux regulators; inhibition, % at 9.4 µM; 310,000 tested, 0.32% active; AID 504621;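 active means every replicate shows inhibition above about 80%, whatever the replicate mean, limit read from the data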;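 further: 0% = DMSO neutral controls and 100% = 20 µM radicicol positive controls; yeast relying on Plasmodium falciparum Hsp90 in place of its own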
OPRM1-OPRD1 inv – inverse agonists of human mu-delta opioid receptor heterodimerization; P35372+P41143; cell-based MOR-DOR heterodimer luminescence, inverse agonism; inhibition, % at 9.3 µM; 340,000 tested, 0.21% active; in the data active means inhibition above about 22%, passing the limit was not always enough;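 further: 0% = cells with DMSO and 100% = wells without cells with DMSO; values of inactives mirror those of a sister screen read the other way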
Target sequence (P35372 whole entry, looked up): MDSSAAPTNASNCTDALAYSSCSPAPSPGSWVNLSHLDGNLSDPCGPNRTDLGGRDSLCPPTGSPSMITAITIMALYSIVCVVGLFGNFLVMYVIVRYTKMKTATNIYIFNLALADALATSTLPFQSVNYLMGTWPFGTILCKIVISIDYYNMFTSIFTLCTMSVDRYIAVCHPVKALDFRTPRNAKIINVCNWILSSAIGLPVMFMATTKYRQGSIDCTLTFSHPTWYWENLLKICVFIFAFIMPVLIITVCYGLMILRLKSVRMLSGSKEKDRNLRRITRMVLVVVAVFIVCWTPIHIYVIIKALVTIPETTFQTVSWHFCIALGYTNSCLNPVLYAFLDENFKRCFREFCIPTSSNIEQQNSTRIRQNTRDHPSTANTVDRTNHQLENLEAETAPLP
Target sequence (P41143 whole entry, looked up): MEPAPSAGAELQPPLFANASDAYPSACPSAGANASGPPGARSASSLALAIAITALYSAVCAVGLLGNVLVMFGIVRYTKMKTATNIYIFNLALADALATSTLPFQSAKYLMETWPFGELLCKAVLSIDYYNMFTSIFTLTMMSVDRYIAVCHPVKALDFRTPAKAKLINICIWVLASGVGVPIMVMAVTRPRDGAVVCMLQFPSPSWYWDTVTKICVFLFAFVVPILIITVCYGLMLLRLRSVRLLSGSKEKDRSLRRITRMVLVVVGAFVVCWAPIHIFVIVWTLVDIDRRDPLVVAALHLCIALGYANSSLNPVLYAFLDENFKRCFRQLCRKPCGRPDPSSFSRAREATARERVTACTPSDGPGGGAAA
phage Ecoli inh – E. coli growth loss with phage present; 360,000 tested, 0.26% active; inhibition, % at 11.9 µM; growth absorbance; in the data active means inhibition above about 11%
OPRM1-OPRD1 ag – agonists of human mu-delta opioid receptor heterodimerization. P35372+P41143. activation, % at 9.3 µM. 340,000 tested, 0.3% active. cells, OPRM1-OPRD1 heterodimerization, luminescence; in the data active means activation above about 18%;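 further: 0% = vehicle-treated cells and 100% = reference agonist; values of inactives mirror those of a sister screen read the other way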
E coli growth – reduces bacterial viability in AddAB counter-screen; E. coli V3065 growth, OD600 absorbance, 18 h; inhibition, % at 11.9 µM; 330,000 tested, 0.27% active; AID 449728;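 active means inhibition above the campaign's mean inhibition across all tested compounds plus 3 SD, cut at about 9.9% in these data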;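 further: uninfected addAB+ strain grown without phage in ampicillin broth; 0% = DMSO wells and 100% = ciprofloxacin 0.95 µg/ml wells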
Mot1-301 SUMO – inhibitors of SUMOylation pathway: yeast Mot1-301 growth rescue | AID 2716 | 320,000 tested, 1% active | growth rescue, % at 18.8 µM | S. cerevisiae Mot1-301 growth rescue, ATP luminescence, 38.5C; percent above DMSO median, 100 means doubled;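 active means every valid replicate shows activation above 250% relative to neutral control wells; inactive means the rest, any valid replicate at or below 250%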;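 further: OY570 slx delta 5 strain wells were the positive control but not used for scaling; some compounds called inactive have numbers as strong as hits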
Tat export inh – inhibitors of E. coli Tat protein transport. 340,000 tested, 0.036% active. AID 488895. inhibition, % at 10 µM. E. coli MC4100 TorA-mCherry Tat export, fluorescence;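 active means mean replicate inhibition at least 50% and at least half of replicates individually reaching 50%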;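 further: exported cargo escapes ClpAP degradation while cytoplasmic cargo is degraded and loses fluorescence; 0% = median of neutral control wells and 100% = median of NaSCN control wells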
* marks the source's active call; other numbers are inactive results; nt = no result given.

SMILES | HTR5A inv ctr | PKA-R2B activ | PKA-R1A act | AddAB inh | PfHsp90 set2 | OPRM1-OPRD1 inv | phage Ecoli inh | OPRM1-OPRD1 ag | E coli growth | Mot1-301 SUMO | Tat export inh
O=C(NCCc1ccccc1)C1CC(=O)N(C2CCCC2)C1 (stereo not drawn) | 3 | -6 | -10 | 0.8 | -7 | 13 | -0.6 | -2.5 | 0.0 | 16 | -4
CCC(=O)Nc1nc(N)n(-c2ccccc2)n1 | -6 | -2 | -3 | -1.7 | nt | 3 | 2.2 | -0.5 | -1.5 | 12 | -4
O=S(=O)(Cc1ccccc1)N1CCCc2ccccc21 | -1 | -3 | -1 | 0.4 | -9 | 6 | 3.1 | -1.3 | -4.6 | 10 | 0
COc1ccccc1N=Nc1[nH]c2ccc(C)cc2c1O | -8 | 2 | -4 | 2.7 | 27 | -22 | 0.3 | 4.2 | 0.3 | -17 | -1
CN(CC(=O)Nc1ccccc1C(F)(F)F)C(=O)CSc1nnc(N)s1 | -8 | -10 | -9 | 1.1 | 2 | 20 | 1.3 | -3.9 | 1.8 | 5 | 8
COc1ccc(N(CC(=O)Nc2ccc(F)c(F)c2)S(=O)(=O)c2c(C)[nH]c(=O)[nH]c2=O)cc1 | 20 | 1 | -11 | 6.1 | -13 | 1 | 0.8 | -0.2 | 0.2 | -5 | 0
COc1ccc(C(=O)NNC(=O)c2cnccn2)cc1[N+](=O)[O-] | 9 | 2 | 6 | -1.7 | nt | 3 | 1.7 | -0.7 | -0.5 | -11 | -1
c1nnc(NC2=NCCCCC2)s1 | -17 | 2 | -5 | 1.6 | 15 | 12 | 0.0 | -2.7 | -0.9 | -18 | 0
O=C(O)CCc1nn2c3ccccc3n(Cc3ccccc3)c2nc1=O | -21 | -11 | -7 | 2.2 | 13 | 12 | 3.0 | -2.5 | -2.8 | 470 | -3
CCN(C(=O)CN1CCCC(C)C1)c1c(N)n(Cc2ccccc2)c(=O)[nH]c1=O (stereo not drawn) | 5 | -5 | -10 | 4.0 | 1 | 11 | 0.5 | -2.1 | 1.5 | 56 | -5
COc1cccc(CNc2ccc3c(c2)CCC3)c1 | -5 | -10 | -11 | 0.9 | -8 | 12 | -1.1 | -2.0 | 2.9 | 1 | 1
CN(CCc1ccccc1)C1CCCN(S(=O)(=O)c2cccc(F)c2)C1 (stereo not drawn) | -9 | 4 | -4 | 4.7 | 9 | 7 | -1.0 | -1.5 | -0.7 | 13 | -2

Ordered by SMILES length (low to high): part of the list above.
SMILES | HTR5A inv ctr | PKA-R2B activ | PKA-R1A act | AddAB inh | PfHsp90 set2 | OPRM1-OPRD1 inv | phage Ecoli inh | OPRM1-OPRD1 ag | E coli growth | Mot1-301 SUMO | Tat export inh
COc1cccc(CNc2ccc3c(c2)CCC3)c1 | -5 | -10 | -11 | 0.9 | -8 | 12 | -1.1 | -2.0 | 2.9 | 1 | 1
O=C(O)CCc1nn2c3ccccc3n(Cc3ccccc3)c2nc1=O | -21 | -11 | -7 | 2.2 | 13 | 12 | 3.0 | -2.5 | -2.8 | 470 | -3
COc1ccc(C(=O)NNC(=O)c2cnccn2)cc1[N+](=O)[O-] | 9 | 2 | 6 | -1.7 | nt | 3 | 1.7 | -0.7 | -0.5 | -11 | -1

(listing goes on)
SMILES | HTR5A inv ctr | PKA-R2B activ | PKA-R1A act | AddAB inh | PfHsp90 set2 | OPRM1-OPRD1 inv | phage Ecoli inh | OPRM1-OPRD1 ag | E coli growth | Mot1-301 SUMO | Tat export inh
CC(=O)NS(=O)(=O)c1cccnc1Nc1cccc(Cl)c1C | 12 | -7 | 1 | 0.7 | 16 | -9 | 0.2 | 1.7 | -1.6 | 74 | -6
COc1ccc(C(CNC(=O)C(CCSC)NC(=O)c2ccccc2Cl)N2CCOCC2)cc1 (stereo not drawn) | -30 | -2 | 10 | -1.4 | 9 | 0 | -0.7 | 0.0 | -0.5 | 130 | -3
COc1ccc2oc(-c3ccco3)cc(=O)c2c1 | 6 | 2 | 2 | 0.9 | 3 | 0 | 1.7 | 0.0 | 0.9 | -13 | 6
Cc1cc(C)c2cc3c(ccn3C3OC[C@H](O)[C@H](O)[C@H]3O)cc2n1 (stereo partly drawn) | 26 | -1 | -9 | 2.6 | nt | 13 | -1.4 | -2.6 | 0.4 | 11 | 5
Cn1nc(CC#N)c2c(=N)n(N)cnc21 | 11 | 9 | -6 | nt | nt | 12 | 3.9 | -2.4 | nt | nt | -7
COc1ccc(CNC(=O)CN2CCN(c3ccc(F)cc3)CC2)cc1 | -10 | 9 | 0 | -1.9 | 15 | -6 | 1.6 | 1.1 | -0.9 | 17 | -4
Nc1ccc(O)cc1C(=O)OCC(=O)C12CC3CC(CC(C3)C1)C2 | 0 | -5 | -6 | 2.2 | -84 | -7 | -0.4 | 1.8 | -1.8 | -7 | -6
COC(=O)c1ccc(/C=N/NC(=O)CC(=O)NCC(C)C)cc1 | -13 | 0 | -2 | -0.7 | 3 | 9 | -0.8 | -1.5 | 1.1 | 183 | -4
O=C(CSc1nnc(C2CC2)n1-c1ccccc1)Nc1ccc(N2CCOCC2)cc1 | 5 | -5 | 4 | -0.7 | 1 | -5 | 4.1 | 0.9 | -1.6 | 3 | 12
CCN1CCCC1CNC(=O)c1ccccc1Cl (stereo not drawn) | 2 | -2 | 5 | 4.8 | 9 | 5 | 4.8 | -1.2 | 0.6 | 8 | -7
O=C(CN(c1ccccc1)S(=O)(=O)c1ccc(F)cc1)NC1CCS(=O)(=O)C1 (stereo not drawn) | -7 | -8 | -8 | -0.9 | -31 | -2 | 2.9 | 0.4 | 0.7 | -4 | -7
CC1CCN(S(=O)(=O)c2ccc3c(c2)N(CC(=O)NCCCN2CCCCC2C)C(=O)CS3)CC1 (stereo not drawn) | -5 | 3 | 6 | -0.6 | -2 | 1 | 0.3 | -0.2 | -3.2 | 69 | 1
Cc1noc(C)c1C(=O)N1CCN(c2ccccc2O)CC1 | 16 | -1 | -2 | 1.6 | 4 | 12 | -1.6 | -3.2 | 1.9 | 0 | 12
O=C(CSc1nnc(NC(=O)C2CC2)s1)NCc1cccs1 | 12 | 0 | -4 | 0.0 | 25 | 1 | 4.2 | -0.2 | -0.2 | nt | -4
CCN(C(=O)COC(=O)CCCOc1ccc(Cl)cc1C)c1c(N)n(Cc2ccccc2)c(=O)[nH]c1=O | -19 | -3 | 10 | nt | -11 | -32 | -2.0 | 8.5 | nt | nt | -6
Cc1ccc(-n2nnnc2SCn2nnc3ccccc3c2=O)c(C)c1 | 8 | 7 | -10 | 4.2 | -2 | -9 | -0.4 | 1.6 | 1.3 | -4 | 24
CCCn1c2ccccc2c2cnn(CC(=O)NCCCN3CCCCC3CC)c(=O)c21 (stereo not drawn) | -13 | -2 | 5 | -0.5 | -5 | 11 | -3.5 | -2.2 | -1.8 | 44 | 7
Cc1ccc(F)cc1NC(=O)C1CCN(c2cnccn2)CC1 | -11 | 5 | 3 | 0.9 | nt | 7 | 1.6 | -1.4 | 0.7 | 10 | 2
O=C(C1CC1)N(Cc1nc2ccccc2c(=O)[nH]1)Cc1cccs1 | -5 | 6 | -2 | 1.1 | 18 | 11 | 3.1 | -2.2 | 2.1 | -9 | -5
CCCN1C(=O)/C(=C\C=C2/Sc3ccccc3N2CCO)SC1=S | 7 | -8 | -8 | 0.1 | 1 | 15 | 2.9 | -2.6 | 1.0 | -20 | -6
Cc1nn(C)cc1CN(C)C(=O)c1cc2nc(-c3ccco3)cc(C(F)(F)F)n2n1 | 0 | -5 | -19 | 3.9 | -8 | 20 | 3.3 | -4.0 | 0.4 | -13 | -1
O=C(O)c1cccc2c1C(=O)c1ccc(N3CCCC3)cc1S2(=O)=O | 10 | 0 | 6 | 5.7 | -18 | 25 | 4.5 | -5.3 | 0.2 | 6 | 0
CCOC(=O)C1CCN(C(=O)C2CCN(S(=O)(=O)c3cccc4nsnc34)CC2)CC1 | -3 | 6 | 6 | 0.6 | -24 | 21 | -0.1 | -4.2 | 0.4 | -17 | -3
COc1cccc(Nc2cc(C)nc3ccccc23)c1 | 5 | 10 | 4 | 3.1 | 14 | 17 | 4.2 | -3.3 | 3.2 | -8 | -5
O=C(COC(=O)Cc1cccc(C(F)(F)F)c1)NC1CCS(=O)(=O)C1 (stereo not drawn) | 19 | 0 | -19 | -1.0 | 15 | 8 | 2.7 | -1.6 | 0.5 | 88 | 11
CCOC(=O)c1c(CSc2ccc(CC)cc2)oc2ccc(O)c(CN(C)C)c12 | -25 | -9 | -10 | -1.3 | 15 | -35 | 2.8 | 6.4 | 2.1 | -20 | 16
COc1ccc(Cl)cc1NC(=O)C(OC)c1ccccc1 (stereo not drawn) | 5 | -3 | 1 | 5.4 | -21 | -10 | 4.7 | 2.1 | 0.2 | -2 | -1
CC(=O)Oc1ccc(-c2ccc(C(=O)O)cc2)cc1 | 10 | 6 | -4 | 4.0 | nt | 0 | 0.2 | 0.0 | 0.7 | 541 | -1
Cc1ccc(Cl)cc1N1CCN(C(=O)c2cc3c(=O)n(C)c4ccccc4c3n2C)CC1 | 5 | 5 | -5 | 3.5 | nt | 15 | 1.7 | -2.9 | 1.4 | 5 | 1
O=C(NCCN1CCOCC1)c1ccc([N+](=O)[O-])cc1[N+](=O)[O-] | -12 | -2 | 1 | 1.1 | -6 | -25 | 3.1 | 4.3 | 2.3 | nt | -2
CC(Oc1ccc(Br)cc1Br)C(=O)Nc1cccnc1Cl (stereo not drawn) | -11 | 2 | -12 | nt | -10 | -14 | 2.4 | 2.4 | nt | -9 | 24
COCCCNCCOc1cc(C(C)C)ccc1C | -1 | -6 | -9 | 2.8 | nt | 6 | 0.4 | -1.1 | 0.3 | 130 | -6
Cc1cc(NC(=O)Nc2cccc(Cl)c2)n(-c2ccccn2)n1 | 10 | 3 | -12 | 4.2 | -3 | -36 | 2.4 | 4.8 | 0.4 | -2 | 1
COC(=O)CCCCCNc1ccc(C(=O)OC)cc1N | 7 | 1 | 0 | 1.6 | 1 | 7 | 2.4 | -1.6 | 1.8 | 152 | -2
COc1cc(-c2cc(C(=O)Nc3ccc(C)c(S(=O)(=O)N4CCOCC4)c3)c3ccccc3n2)cc(OC)c1OC | -12 | -6 | -13 | -0.6 | -37 | 7 | -0.8 | -1.4 | 0.7 | -13 | -7
O=C(Oc1ccc(N(C(=O)c2ccncc2)S(=O)(=O)c2cccs2)cc1)c1ccncc1 | 1 | 8 | 1 | 2.9 | 1 | 0 | 1.1 | 0.1 | 1.4 | 3 | 4
CC1CCc2sc(C(=O)OCC(=O)NC(C)C)cc2C1 (stereo not drawn) | 2 | -5 | -1 | -0.5 | -38 | 6 | -0.3 | -1.2 | -1.1 | nt | 3

Limited to PfHsp90 set2, OPRM1-OPRD1 inv and PKA-R1A act (4 entries from above):
compound | PfHsp90 set2 | OPRM1-OPRD1 inv | PKA-R1A act
Cc1ccc(F)cc1NC(=O)C1CCN(c2cnccn2)CC1 | nt | 7 | 3
O=C(COC(=O)Cc1cccc(C(F)(F)F)c1)NC1CCS(=O)(=O)C1 (stereo not drawn) | 15 | 8 | -19
Nc1ccc(O)cc1C(=O)OCC(=O)C12CC3CC(CC(C3)C1)C2 | -84 | -7 | -6
Cc1ccc(-n2nnnc2SCn2nnc3ccccc3c2=O)c(C)c1 | -2 | -9 | -10
